# Assay outcomes (PubChem BioAssay)
# Cneo AK release = Cryptococcus neoformans lysis via adenylate kinase release; 360,000 compounds, 0.2% hits; C. neoformans lysis, adenylate kinase release luminescence, 4 h; normalised: neutral wells 0, clomiphene wells 100; lysis activity, % at 15 µM; AID 651654;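 active means mean lysis activity across replicates of at least 80%, whatever share of replicates individually reach that level; inactive means mean lysis activity below 80%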
#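 Assay system: C. neoformans cells. Amount: yeast cell density of 5 × 10^6 cells/mL. Technique: AK luminescence. Buffer or medium: YPD. Times: static 4 h at 37 °C with compound, 1 h detection. Dosing: single-point compound dose. Read-out: lysis from increased AK signal.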
# C2C12 statin = suppression of simvastatin myotoxicity | 330,000 compounds, 0.78% hits | AID 602340 | rescue of ATP level, % at 7.49 µM | C2C12 myotubes + simvastatin, ATP luminescence, 48 h; scaled: DMSO 0, geranylgeraniol control 100;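 active means mean ATP rescue above about 67%, or every replicate alone reaching that limit, limit read from the data, passing the limit was not always enough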;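 further: myotubes were challenged with 10 µM simvastatin during compound exposure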
# PGC1a acetyl inh = lowers PGC1a acetylation signal in U2OS cells. AlphaScreen anti-acetyl-lysine; with virally co-expressed GCN5 acetyltransferase. inhibition, % at 15.6 µM. 350,000 compounds, 0.17% hits. AID 651687;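 active means every replicate shows inhibition of at least 40%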;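 further: 0% = neutral control wells and 100% = positive control wells; some results beyond the cut were filed as inactive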
# * marks the source's active call; other numbers are inactive results.
SMILES,Cneo AK release,C2C12 statin,PGC1a acetyl inh
Cc1nn(Cc2ccccc2)c2c1C(c1ccccc1)C(C#N)=C(N)O2 (centres undefined),1,-4,13
Cc1ccc(CNc2ncc(-c3ccc4c(c3)OCO4)n2C)cc1,-2,-5,-5
O=C1COc2ccc(OCc3ccc(F)cc3)cc21,-12,6,0
CCOc1ccc(CC(=O)OCN2C(=O)c3ccccc3C2=O)cc1,5,-2,-2
CCOC(=O)Cc1cnc(NC(=O)NC(C(=O)OCC)(c2ccccc2)C(F)(F)F)s1 (centres undefined),1,-21,-3
CCCCCCC(c1c(C)n(C)n(-c2ccccc2)c1=O)c1c(C)n(C)n(-c2ccccc2)c1=O,1,18,2
O=[N+]([O-])c1cccnc1N1CCC(c2cc(-c3ccc(Cl)cc3Cl)n[nH]2)CC1,0,3,-5
O=C(CC(c1ccccc1)c1cc(Br)ccc1O)NCCN1CCOCC1 (centres undefined),2,26,-4
CN(CCC#N)c1ncnc2scc(-c3ccccc3)c12,-2,13,7
Cn1c(CCCNC(=O)c2cccs2)nc2ccccc21,-6,-51,-7
O=C(c1ccc(=O)oc1)N1CCN(c2ccc(F)cc2)CC1,8,39,3
O=C(O)c1c[nH]c(=S)n1-c1ccc(F)cc1,1,3,9
Nn1c(COc2ccccc2)nnc1SCC(=O)O,13,-1,1
Cc1cc(NC(=O)CSc2nc(-c3cccnc3)ccc2C#N)no1,-2,0,10
COc1cc(OC)cc(C(=O)NC(=S)Nc2ccc(Cl)c(C(=O)O)c2)c1,0,15,-5
CCOC(=O)c1ccc(NC(=O)C2CCN(C(=O)c3ccc(OC)c(OC)c3)CC2)cc1,3,5,-3
CC1=NN(/C(=N\c2nnc(C)s2)Nc2ccc(C)cc2)[C@H](c2ccc(C)cc2)S1,0,31,0
CN1CCN(C(=O)CC23CC4CC(CC(C4)C2)C3)CC1,0,-11,-7
O=C(CCCCn1c(=O)c2ccccc2n(CC(=O)Nc2ccccc2)c1=O)NCc1ccco1,-1,10,-6
CC1CN(C2CCN(S(=O)(=O)c3ccc(F)cc3)CC2)CC(C)O1 (centres undefined),6,2,-4

# Arranged by formula weight (falling): part of the list above.
SMILES,Cneo AK release,C2C12 statin,PGC1a acetyl inh
O=[N+]([O-])c1cccnc1N1CCC(c2cc(-c3ccc(Cl)cc3Cl)n[nH]2)CC1,0,3,-5
CN1CCN(C(=O)CC23CC4CC(CC(C4)C2)C3)CC1,0,-11,-7
O=C1COc2ccc(OCc3ccc(F)cc3)cc21,-12,6,0

# Exported with tabs: 7 of the compounds above
SMILES	Cneo AK release	C2C12 statin	PGC1a acetyl inh
CCOC(=O)Cc1cnc(NC(=O)NC(C(=O)OCC)(c2ccccc2)C(F)(F)F)s1 (centres undefined)	1	-21	-3
CCCCCCC(c1c(C)n(C)n(-c2ccccc2)c1=O)c1c(C)n(C)n(-c2ccccc2)c1=O	1	18	2
O=[N+]([O-])c1cccnc1N1CCC(c2cc(-c3ccc(Cl)cc3Cl)n[nH]2)CC1	0	3	-5
O=C(CC(c1ccccc1)c1cc(Br)ccc1O)NCCN1CCOCC1 (centres undefined)	2	26	-4
CN(CCC#N)c1ncnc2scc(-c3ccccc3)c12	-2	13	7
Cn1c(CCCNC(=O)c2cccs2)nc2ccccc21	-6	-51	-7
O=C(c1ccc(=O)oc1)N1CCN(c2ccc(F)cc2)CC1	8	39	3

# Remaining list, next part.
SMILES,Cneo AK release,C2C12 statin,PGC1a acetyl inh
O=C(c1cc(-c2cccs2)on1)N1CCOCC1,-4,-5,-6
CCc1cc([N+](=O)[O-])cc(CC)c1N,1,-21,-1
Cc1nn(-c2ccccc2)c(C)c1C(=O)OCC(=O)NC(=O)NC1CCCC1,0,-3,-10
Cn1c(-c2ccc(F)cc2)cnc1SCC(=O)NCc1ccco1,3,11,-1
Cc1ccc(S(=O)(=O)C2(C(=O)Nc3ccc(F)cc3)CC2)cc1,1,-8,-15
CCN1CCN(c2cc(C)c3cc(NC(=O)c4cncc(Br)c4)ccc3n2)CC1,12,-32,8
O=C(CSc1ncc(-c2ccccc2)n1CC1CCCO1)N1CCCCC1 (centres undefined),1,2,-2
Clc1cccc(Cl)c1Cn1nnc(-c2cccs2)n1,2,-3,7
CCCCN(CCCC)c1nc2ccccc2nc1C(C#N)C(=O)NCCCOC (centres undefined),2,4,3
Cc1ccc(NC(=O)COc2ccc(-n3cnnn3)cc2)cc1C,-3,-12,-9
COCCn1c(-c2ccc(Cl)cc2)cnc1SCC(=O)NCc1cccs1,0,38,-6
CCCCCCn1c(N2CCC(C)CC2)nc2c1c(=O)[nH]c(=O)n2C,2,8,15
Fc1cccc(CO/N=C/c2c(-c3ccccc3)nc3ccc(Cl)cn23)c1,-3,-9,-1
CCOCCCNC(=O)C(NC(=O)CNC(=O)c1ccccc1)c1ccccc1 (centres undefined),0,-6,3
CSc1c(CC(=O)NCCO)n(C)c2ccccc12,0,-8,-11
Cc1ccn2c(-c3csc(NCc4ccco4)n3)c(C)nc2c1,5,-2,15
CCOCCCn1c(=S)[nH]c2ncccc2c1=O,0,13,-2
O=C(CCNC(=O)Cn1ccc2ccccc2c1=O)NCCCN1CCN(c2ccccc2F)CC1,-1,4,44
CCOC(=O)N1CCN(C(=O)Cn2nc(C)c3sc4ccccc4c3c2=O)CC1,4,103*,6
COc1ccc(CNC(=O)CCn2c(=O)oc3ccccc32)cc1,-1,1,7
O=C(NCc1ccc(F)cc1)C1CCC(=O)N1C1CCCCC1 (centres undefined),-1,-3,-1
O=C(O)c1ccccc1-c1ccccc1C(=O)Nc1cccc2ccccc12,-7,2,14
O=C(COc1ncnc2ccccc12)NC1CCS(=O)(=O)C1 (centres undefined),2,-13,-5
CN(C)c1ccc(C2C3C(=O)N(c4ccc(C(=O)O)cc4)C(=O)C3ON2c2ccccc2)cc1 (centres undefined),-9,101*,-18
COc1ccc(-c2cc(C)nc(SCC(=O)c3cccc([N+](=O)[O-])c3)n2)cc1,-2,-10,-10
CCCCN(C)C(=O)c1cn(C)c2ccc(S(=O)(=O)N3CCC(C)CC3)cc2c1=O,-1,2,-12
CC(C)(C)C(=O)Nc1ccccc1C(=O)Nc1cc(Cl)ccc1Cl,0,16,-3
CC#CCN(CC#CC)S(=O)(=O)c1ccc(S(=O)(=O)N2CCOCC2)cc1,0,2,-14
c1cnc2c(SCc3ccc(-c4nnco4)cc3)cccc2c1,0,-5,-3
C(=N\N1CCN(C2c3ccccc3-c3ccccc32)CC1)/c1ccccn1,5,26,-2
Cc1cc(C(C)(C)C)ccc1OCCN1CCCC1,2,-8,22
CSCC[C@H](NC(=O)c1nn(C)c(=O)c2ccccc12)c1nc2ccccc2[nH]1,0,21,-6
O=C(Nc1cccc(-c2cn3ccccc3n2)c1)c1cnccn1,2,1,9
COc1ccc2c(c1)[nH]c(=O)c1sc3ccccc3c12,-1,-23,4
O=C(CN(Cc1ccccc1C(F)(F)F)C(=O)CNC(=O)c1ccco1)NC1CCCC1,-1,113*,7
CCCCN1CCc2c([nH]c3ccc(C)cc23)C1=O,-2,-13,0
O=C(Nc1ccc(S(=O)(=O)Nc2cnc3ccccc3n2)cc1)c1ccc(Br)o1,-2,-18,3
CNC(=O)C1CCN(C(=O)c2ccc(-c3ccccc3)cc2)CC1,-3,-11,6
CC(=O)Nc1ccc(-n2nnnc2SCC(=O)N2CCN(C(=O)c3ccco3)CC2)cc1,0,0,20
Cc1ccnc(N/C=C(/NC(=O)c2ccccc2)C(=O)N/N=C\c2ccc(F)cc2)n1,3,-4,-7

# Grouped by structure: the entries above containing bromine (three)
SMILES,Cneo AK release,C2C12 statin,PGC1a acetyl inh
O=C(CC(c1ccccc1)c1cc(Br)ccc1O)NCCN1CCOCC1 (centres undefined),2,26,-4
CCN1CCN(c2cc(C)c3cc(NC(=O)c4cncc(Br)c4)ccc3n2)CC1,12,-32,8
O=C(Nc1ccc(S(=O)(=O)Nc2cnc3ccccc3n2)cc1)c1ccc(Br)o1,-2,-18,3

# The results go on.
SMILES,Cneo AK release,C2C12 statin,PGC1a acetyl inh
COC(=O)C(Cc1ccc(O)cc1)NC(=O)CCC(=O)Nc1ccc(S(N)(=O)=O)cc1 (centres undefined),1,6,1
COC(=O)c1cccc(NC(=O)CN2CCN(c3ccc(OC)cc3)CC2)c1,0,1,0
COc1ccc(NC(=O)C2Cc3c(-c4ccccc4)ccnc3O2)cc1OC (centres undefined),0,-14,32
Cc1cc(=O)c2ccc3ccccc3c2[nH]1,1,-5,3
CCn1c(=O)n(CC)c2cc(S(N)(=O)=O)c(C)cc21,-1,2,4
COc1ccc(C2C(C(=O)NCCN(C)C)c3ccccc3C(=O)N2C)cc1OC (centres undefined),0,-4,5
CCOc1ccc(S(=O)(=O)N2CCC(C(N)=O)CC2)c2ccccc12,13,1,4
COc1ccc(NC(=O)COC(=O)c2cnccn2)cc1Cl,-2,0,6
CCCSc1nc2c(c(=O)[nH]c(=O)n2C)n1Cc1ccc(C)cc1,-1,5,-2
Cc1c(C(=O)OCCOc2ccccc2)[nH]c2c1C(=O)CCC2,-16,-2,-7
O=C(Nc1ccc2c(c1)OCO2)C1CCCCN1S(=O)(=O)c1ccc(F)cc1 (centres undefined),0,26,-16
CCN(c1cccc(C(F)(F)F)c1)S(=O)(=O)c1ccc2c(c1)CCN2C(C)=O,3,-18,-11
c1cc2c(c(NCc3ccncc3)c1)CCCC2,3,43,-5
Cc1nn2c(-c3ccccc3)nnc2c2ccccc12,3,2,11
O=[N+]([O-])c1ccc(Cl)c(/C=N/Nc2nc(N3CCOCC3)nc(N3CCOCC3)n2)c1,-1,-31,-2
CN(C)c1ccc(CNC2CC(C)(C)NC(C)(C)C2)cc1,3,-40,-2
COc1ccc(NC(=O)CSc2nc(N)c(C(=O)Nc3ccc(N(C)C)cc3)s2)cc1,-5,15,-6
Cc1nc2c3ccccc3nc(SCC(=O)N3CC(C)CC(C)C3)n2n1 (centres undefined),-2,3,2
Cc1nnc(SCc2nc3ccccc3s2)n1-c1ccccc1,-2,-1,4
O=C(CCCN1C(=O)c2cccc3cccc(c23)C1=O)N1CCN(Cc2ccc3c(c2)OCO3)CC1,-2,28,-8
O=C(CN1C(=O)CSC1=O)Nc1ccccc1F,2,-3,4
Cc1cccc(NC(=O)CSc2nc3ccccc3o2)c1,2,0,-35
CCOC(=O)C1CCN(c2cc(C)nc3cc(-c4cccc(F)c4)nn23)CC1,1,-7,-4
CC1(C)SC(=S)N(NC(=O)Nc2ccccc2)C1N(O)C(=O)Nc1ccccc1 (centres undefined),0,-13,-14
O=C(COc1ncnc2ccccc12)NC(=O)NCc1ccccc1,0,5,-2
CC1(C)N(O)CC(c2cccs2)=[N+]1[O-],-1,-3,5
CCOc1ccc(N=C2SC(C(=O)O)CC(=O)N2C)cc1 (centres undefined),-2,10,-6
COc1cc(C2NC(=O)NC(C)=C2C(=O)OC(C)C)ccc1OC(=O)c1ccco1 (centres undefined),-1,26,-15
O=S(=O)(NCc1ccc(F)cc1)c1ccc2c(c1)OCCO2,10,20,5
COC(=O)c1ccccc1NC(=O)C1CCN(S(=O)(=O)c2cc(OC)ccc2OC)CC1,2,1,-19
COc1cccc2sc(Nc3nc(C)c(C(C)=O)s3)nc12,7,27,-5
CC1(C)CC(=O)C2=C(C1)NC(Nc1nc3ccccc3o1)=NC21CCCCC1,2,-15,-2
COc1c(CC=C(C)C)c(O)cc2oc(=O)c3c4ccc(O)cc4oc3c12,2,13,-24
Cc1nn(-c2ccc(Cl)cc2)c(N)c1C(O)(CSc1nccn1C)C(F)(F)F (centres undefined),-5,-4,-2
CCOc1cccc(-c2nnc3sc(COc4ccc(OC)cc4)nn23)c1,-1,12,2
CC(C)(C)c1nc(CN2CCOCC2)cc(CN2CCOCC2)c1O,9,-2,3
CCN(CC)CCN1C(=O)C(=O)/C(=C(/O)c2ccc(OC)c(OC)c2)C1c1ccccn1 (centres undefined),0,12,1
O=C(c1sccc1-n1cccc1)N1CCCC1,2,5,9
COc1cccc(-c2c(C(=O)N/N=C/c3cccs3)nnn2-c2nonc2N)c1,0,-3,11
CS(=O)(=O)C1=C(O)C(=O)N(CCCC(=O)O)C1c1ccccc1F (centres undefined),1,2,6
CCCOP(=O)(c1ccc(N(C)C)cc1)C(O)c1ccncc1 (centres undefined),2,-17,12
COc1ccc(Cn2ccc(=O)c(Cc3c(Cl)cccc3Cl)c2C)cc1,1,8,0
O=C(NCCNC(=O)C(F)(F)F)c1ccncc1,-1,-7,-1
COc1ccc(-c2nsc3c(N4CCN(C(=O)c5ccco5)CC4)ncnc23)cc1,2,-20,17
CC(=O)Nc1ccc(NCC(O)COc2ccccc2)cc1 (centres undefined),-1,5,11
CC1Cn2c(nnc2-c2cccs2)S1 (centres undefined),-1,16,-4
COCCn1c(=O)[nH]c2cc(C(=O)NCCN3CCN(c4ccc(OC)cc4)CC3)ccc2c1=O,1,2,-16
O=C1CN(C(=O)COC(=O)C2=COCCO2)c2ccccc2N1,-3,-1,14
CC(=O)NC12CC3CC(C1)CC(C(=O)OCC(=O)c1ccc4c(c1)OCCO4)(C3)C2,-5,-4,1
CCOC(=O)c1sc(NC(=O)CSc2nnnn2-c2ccc(C)c(C)c2)nc1C,0,-6,-3
Cc1ccc(-c2noc(CCCOc3ccc(Cl)cc3Cl)n2)cc1,-1,6,-4
CCn1cc(Cl)c(C(=O)N2N=C3/C(=C/c4cccs4)CCCC3C2c2cccs2)n1 (centres undefined),1,14,-9
CCCCCCCNC(=O)C1(CC2CC(c3cccc(Br)c3)=NO2)CCN(C(=O)Cc2ccc(F)cc2)CC1 (centres undefined),-5,-14,-6

# An excerpt; rates above refer to the full screens.
